# proKLK7 act: proKLK7 (human) activation, primary screen. 370,000 compounds, 0.9% hits. purified proKLK7, EDANS-DABCYL substrate fluorescence; 100% is mature enzyme control, 0% vehicle. activation, % at 7 µM;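 active means activation above the mean of all tested compounds plus 3 SD, computed per campaign excluding outliers beyond control limits, cut at about 13% in these data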
# Target sequence (P49862 whole entry, looked up): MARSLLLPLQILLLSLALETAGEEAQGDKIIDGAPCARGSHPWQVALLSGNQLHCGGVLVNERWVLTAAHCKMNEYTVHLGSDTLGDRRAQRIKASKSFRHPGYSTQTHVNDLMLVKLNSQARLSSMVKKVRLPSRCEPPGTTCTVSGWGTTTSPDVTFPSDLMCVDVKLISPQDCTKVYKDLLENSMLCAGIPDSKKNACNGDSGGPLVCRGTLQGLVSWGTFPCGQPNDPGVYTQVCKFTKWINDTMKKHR
# PLC-gamma1 inh: blocks human PLC-gamma1 enzyme activity; inhibition, % at 12.2 µM; P19174; 370,000 compounds, 0.84% hits; purified PLC-gamma1, fluorogenic substrate, fluorescence; in the data active means inhibition above about 9.5%
# DDE Tn6 FP inh: disrupts Tn6 cyclic peptide binding to fibrin D-Dimer-E complex; Fibrin DD(E) TRITC-Tn6 fluorescence polarization displacement; inhibition, % at 8.3 µM; 370,000 compounds, 0.21% hits;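 active means inhibition above a per-campaign cutoff: mean of compounds within control limits plus 3 SD, cut at about 15% in these data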;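 further: 0% = median of all compound wells on the plate and 100% = blocking peptide control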
# MBD2 DNA inh: inhibitors of human MBD2 binding to methylated oligonucleotide; Q9UBB5; TR-FRET; inhibition, % at 4.4 µM; 370,000 compounds, 0.31% hits; in the data active means inhibition above about 13%
# Target sequence (Q9UBB5 whole entry, looked up): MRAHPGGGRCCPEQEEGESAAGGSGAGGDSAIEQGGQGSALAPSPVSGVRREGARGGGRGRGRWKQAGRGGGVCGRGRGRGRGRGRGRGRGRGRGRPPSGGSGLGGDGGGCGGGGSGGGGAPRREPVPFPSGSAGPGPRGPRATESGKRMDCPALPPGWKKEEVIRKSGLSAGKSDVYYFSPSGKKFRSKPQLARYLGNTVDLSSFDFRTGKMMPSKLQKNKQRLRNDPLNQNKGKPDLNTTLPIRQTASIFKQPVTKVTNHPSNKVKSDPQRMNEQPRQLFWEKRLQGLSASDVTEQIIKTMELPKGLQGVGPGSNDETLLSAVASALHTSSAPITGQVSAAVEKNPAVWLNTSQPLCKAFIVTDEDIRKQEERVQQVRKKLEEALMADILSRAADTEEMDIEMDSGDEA
# UHRF1 MBD2 ctr: blocks human UHRF1 binding to methylated DNA; inhibition, % at 4.4 µM; 370,000 compounds, 0.75% hits; Q96T88; UHRF1 binding to methylated oligo, TR-FRET; in the data active means inhibition above about 21%;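 further: UHRF1 SRA domain binding a hemimethylated CpG hairpin DNA probe; 0% = median of test compound wells and 100% = reference inhibitor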
# ADAM17 inh: ADAM17 inhibition, QFRET primary screen | P78536 | recombinant ADAM17, EDANS/DABCYL FRET peptide cleavage | inhibition, % at 6.95 µM | 370,000 compounds, 0.83% hits | AID 720648;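 active means inhibition above the mean of compounds lying between control limits plus 3 SD, set per campaign, cut at about 8.5% in these data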;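 further: 0% = DMSO-only wells as the low control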
# PLCb3 inh: blocks human PLC-beta3 enzyme activity | Purified PLC-beta3, fluorogenic substrate, fluorescence | inhibition, % at 12.2 µM | 370,000 compounds, 0.18% hits | AID 720704; in the data active means inhibition above about 11%;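 further: 0% = median of compound wells on plate and 100% = full blocker control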
# Tn7 DDE FP: inhibitors of Tn7 peptide binding to human fibrin DD(E); 370,000 compounds, 0.13% hits; P02675; inhibition, % at 8.3 µM; FP displacement of FITC-Tn7 peptide from fibrin DD(E); 0% = median of compound wells per plate;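 active means inhibition above the mean of compounds falling within the control limits plus 3 SD of them, cut at about 14% in these data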;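 further: 0% = plate median of compound wells and 100% = 10 µM Aha-Tn7 peptide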
#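 Also added: labelled Tn7 tracer, 0.1 µM; Assay system: human fibrin DD(E) protein; Amount: 2 µM fibrin DD(E); Schedule: 10 min compound pre-incubation, 3 h probe incubation at room temperature; Repeats: one replicate per compound; Read-out basis: percent inhibition; Measured by: fluorescence polarization of the labelled Tn7 tracer.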
# ARFGAP1 inh: rat ARFGAP1 inhibition; inhibition, % at 16.5 µM; AID 651572; Q62848; 360,000 compounds, 0.26% hits; Arfgap1-stimulated ARF1 GTP hydrolysis, GDP FP detection;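 active means inhibition above a per-plate limit, mean inhibition of low control wells plus 3 SD, cut at about 25% in these data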;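 further: 0% = DMSO wells with enzyme and 100% = wells lacking Arfgap1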
# Target sequence (Q62848 1-136 limits assumed): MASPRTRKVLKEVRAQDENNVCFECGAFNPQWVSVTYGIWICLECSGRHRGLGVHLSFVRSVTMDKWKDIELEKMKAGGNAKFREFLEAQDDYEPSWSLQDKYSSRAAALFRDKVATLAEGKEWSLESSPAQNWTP
#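 System: truncated rat Arfgap1 GAP domain / Benchmarks: high control wells lacking Arfgap1, low control full reaction with DMSO / Times: compound-enzyme preincubation 20 min, reaction 120 min, detection 60 min, 25 °C / Repeats: one replicate per compound / Also added: human ARF1(Δ1-17)-GTP substrate / Measured by: Tracer-displacement fluorescence polarization with EDTA stop, 620/688 nm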
# ASAP1 GAP inh: blocks human ASAP1-stimulated Arf1 GTP hydrolysis | 360,000 compounds, 0.19% hits | GDP FP detection | Q9ULH1 | inhibition, % at 16.5 µM; in the data active means inhibition above about 25%;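 further: 0% = vehicle with enzyme and substrate and 100% = no enzyme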
# Active calls of the source: *; & = joins results of further samples.
SMILES,proKLK7 act,PLC-gamma1 inh,DDE Tn6 FP inh,MBD2 DNA inh,UHRF1 MBD2 ctr,ADAM17 inh,PLCb3 inh,Tn7 DDE FP,ARFGAP1 inh,ASAP1 GAP inh
Cc1ccc2nc(C3CCN(CC(=O)Nc4ccc5c(c4)OCCO5)CC3)[nH]c2c1,-0.2,-2,10,4,-1,-3,-2,3,7,7
O=C1c2cccc(OCc3ccc(F)cc3)c2CCN1Cc1ccc(F)cc1,-0.4,11*,-1,0,2,6,4,-4,0,-7
COc1ccccc1C(=O)NC(=O)CSc1ccc(C)c(C)c1,0.1,-1,2,5,-2,3,-3,4,5,-9
COc1cc(C=O)ccc1OCc1ccc(Cl)nc1,-0.4,-1,2,3,-3,-7,-10,10,-6,-10
O=C(NCc1nc2ccccc2[nH]1)c1ccc(S(=O)(=O)N2CCCC2)cc1,-0.3,-14,6,-2,-1,-5,-20,-4,3,-4
CN1CCN(NC(=O)Nc2cccc(F)c2)CC1,0.3,1,-3,3,1,1,-4,1,2,9
CCOC(=O)Cc1cc(=O)n2[nH]c(-c3ccccc3)c(-c3ccccc3)c2n1,-2.9,-101,-6,0,1,-35,-109,-10,-9,0
COc1ccc(/C=C2\SC(=O)N(CC(=O)Nc3ccc(O)cc3)C2=O)cc1OC,3.8,-2,-3,-1,1,-11,-10,4,9,-7
CC(=O)N=C1SC2CS(=O)(=O)CC2N1Cc1ccc(C)cc1 (stereo unspecified),0.2,4,4,2,7,1,-5,-1,1,1
CCOc1ccc(Br)cc1S(=O)(=O)Nc1ccc(C(=O)OC(C)C(=O)N(C)c2ccccc2)cc1 (stereo unspecified),0.2,-7,4,-4,1,7,-6,-7,8,13
COc1ccccc1N1C(=N)S/C(=C\c2ccc(-c3ccccc3C(=O)O)o2)C1=O,0.0,-2,-7,-2,2,-2,-5,5,0,1
Cc1ccc(NC(=S)N(CCCN2CCCC(C)C2)Cc2ccco2)cc1C (stereo unspecified),-0.2,1,4,1,1,-2,-6,-2,-15,-2
O=C(/C=C/c1cccc([N+](=O)[O-])c1)OCC(=O)N1CCN(C(=O)c2ccco2)CC1,0.0,3,4,10,4,-9,1,2,3,9
Fc1cccc(NC(=S)NCCCN2CCOCC2)c1,0.8,4,-2,1,4,-1,2,-6,-4,10
Cc1c(C(=O)Nc2ccc(Cl)cn2)oc2ccccc12,0.8,2,0,3,2,-1,4,-9,1,-2
O=C(CSc1nnc(SCc2ccc(Cl)cc2)s1)N/N=C/c1ccc(Cl)cc1Cl,0.6,3,0,6,0,-1,-3,2,11,5
Cc1cc(C)n(-c2ccc(S(N)(=O)=O)cc2[N+](=O)[O-])n1,0.2,5,-2,-1,-1,1,2,7,3,-18
CCC(C(=O)NCc1ccc(C)cc1)c1ccccc1 (stereo unspecified),-0.7,0,-2,-5,2,0,-3,-7,4,-9
C=CCNCCOc1ccc(C)cc1[N+](=O)[O-],-0.5,0,-3,2,0,-5,0,3,-4,2
CC(C)CCN1C(=O)c2ccc(-c3nc4ccccc4c(=O)o3)cc2C1=O,-0.6,0,-1,0,3,-2,5,-4,-3,12
O=C(CSc1cccc(C(F)(F)F)c1)NCc1ccccc1,-0.9,2,7,6,2,-1,-3,-4,8,-10
Cc1ccc2c(C(=O)CN3CCN(C(=O)c4ccco4)CC3)c(C)[nH]c2c1,0.7,-4,0,0,6,-2,-8,0,3,-8
COc1ccc(OC)c(CCNC(=O)CS(=O)(=O)Cc2nc(-c3ccc(C)cc3)oc2C)c1,-0.2,5,-7,-3,2,-3,3,-1,-2,-6
C=CCN(c1ccccc1)S(=O)(=O)c1ccc2c(c1)N(C(C)=O)CCO2,0.1,0,0,0,2,-4,-11,0,0,7
CC(=O)Nc1ccc(C(=O)N2CCCCC2c2cc(C(=O)NCc3ccccc3)no2)cc1 (stereo unspecified),0.2,-1,-1,4,-1,1,3,1,2,7
Cn1nccc1C(=O)Nc1cc(Cl)ccc1Cl,0.2,2,10,3,-2,-2,-6,-1,-1,-6
COc1ccc(C2(c3ccc(OC)cc3)NC(=O)N(CC(=O)NC3CCCC3)C2=O)cc1,0.1,3,4,-4,1,2,6,2,0,-2
CC(Sc1ncccn1)C(=O)Nc1ccc2c(c1)OCO2 (stereo unspecified),0.4,0,1,2,2,-9,-9,9,6,-7
Cc1cccc(CC2S/C(=N/N=C/c3ccco3)N(c3ccccc3)C2=O)c1 (stereo unspecified),-0.3,11*,-6,0,1,3,4,-8,-8,-8
CC(C)CCNC(=O)c1cc(S(=O)(=O)N2CCc3ccccc32)cn1C,0.7,-1,4,2,-2,0,-2,0,-8,5
Cc1cnc(C(=O)OCc2ccc(Br)cc2)cn1,0.5,-1,-2,-1,4,1,-5,-6,7,-8
Cc1ccc(-c2cc(C(=O)N/N=C/c3c(C)nn(-c4ccccc4)c3C)n[nH]2)s1,-1.0,-3,-6,1,-2,0,-4,-2,17,26*
CC(C)=NNc1nc2c(c(=O)[nH]c(=O)n2C)n1CCc1ccccc1,-14,-136,9,-4,0,-27,-150,-1,-8,1
CCOc1cc(/C=N/O)cc(Br)c1OCC(=O)NCc1ccccc1,-0.1,-4,4,5,0,0,-4,5,2,6
COc1ccccc1CNC(=O)C1CCC(=O)N1C(C)C (stereo unspecified),-0.3,2,-4,6,-3,-2,-2,2,-4,10
Cc1ccccc1C(OCCN(C)C)c1ccccc1 (stereo unspecified),-0.1&-0.3,1&1,3&2,-6&0,-5&1,1&-5,4&-4,0&4,-5&4,-2&0
COc1ccc(C2(C)NC(=O)N(Cc3cc(Cl)cc4c3OCOC4)C2=O)cc1OC (stereo unspecified),0.2,3,7,-1,1,2,2,0,3,3
O=C(O)CN=C(NS(=O)(=O)c1ccc(Cl)cc1)c1ccc(F)cc1,0.2,-5,3,-3,1,-12,-6,4,-2,2
COc1ccc(CC(=O)Oc2ccc(F)cc2)cc1,0.0,5,-2,-1,2,4,-4,-4,-6,6
O=C(NCc1ccco1)Nc1ccc(Br)cc1Cl,0.3,1,-6,2,-2,1,0,1,-2,-2
CC(=O)Nc1ccc(N2S(=O)(=O)c3ccccc3S2(=O)=O)cc1,0.4,-4,-9,5,5,1,-5,-1,5,7
CC1c2ccccc2-c2ccccc2N1C (stereo unspecified),-0.7,-16,-10,1,-8,-23,-20,-3,-7,0
O=C(O)c1sccc1Oc1ccc(NS(=O)(=O)c2ccc(Cl)cc2)cc1,-0.1,4,-2,-4,-3,1,-2,1,7,-3
CCOc1ccc(-c2nc(C#N)c(NCC(C)C)o2)cc1,-17,-131,-12,1,-3,-150,-176,-1,-2,16
COc1cccc(NC(=O)CCS(=O)(=O)c2cc3c(cc2Cl)NC(=O)CO3)c1,-0.4,2,-6,4,1,3,-5,-3,5,-7
CCSc1nnc(NC(=O)C(C(F)(F)F)C(F)(F)F)s1,-0.5,-3,-11,9,7,-7,-1,4,11,9
CCCN1CNC(=S)N(c2ccc(C(=O)OCC)cc2)C1,0.2,3,4,-4,0,-4,3,-10,-1,7
O=C(NCc1cccc(C(F)(F)F)c1)c1cccc(S(=O)(=O)NCc2ccccc2)c1,-0.3,5,-3,-2,3,12*,-1,-2,16,10
COC(=O)c1cnc(NC(=O)C2(C)CCN2C(=O)C(C)C)s1 (stereo unspecified),1.3,3,-2,-1,3,0,1,-6,-5,3
COc1ccc(/C=N/NC(=O)c2csc(-n3nc(C)cc3C(F)(F)F)n2)cc1,-0.6,-5,0,-4,-2,-3,0,0,-4,2
CCn1c(=O)c2cc(C(=O)N(C)CC(OC)OC)sc2c2ccccc21,4.0,-48,-2,0,-2,-117,-67,-1,-1,5
CC(C)[C@H](NC(=O)N1CC(=O)Nc2ccccc21)C(=O)N[C@@H](Cc1c[nH]c2ccccc12)C(=O)O,0.0,2,5,4,1,-6,-2,8,-2,5
Cc1ccccc1C(=O)NCC(=O)c1ccccc1,0.1,4,2,3,2,-1,10,1,-5,-2
CC1CCCC(NC(=O)c2ccc3c(c2)OCCO3)C1C (stereo unspecified),0.1,-1,0,1,4,-1,-7,3,6,-8
COc1cc2[nH]c(C(=O)N3CCc4ccccc4C3)cc2c(OC)c1OC,0.1,-40,1,4,-1,-5,-63,3,-5,-1
CCCCS(=O)(=O)N1CCCC(C(=O)Oc2ccc(Cl)cc2)C1 (stereo unspecified),0.9,4,1,-4,-2,-2,-7,-12,10,2
O=C(CNC(=O)c1ccc(Cl)cc1Cl)NCc1ccccn1,0.5,1,-3,-2,0,0,-4,3,1,-10
Cc1nc2c(C)cccc2c2c1COC2,0.3,1,-3,7,2,-6,-4,5,-1,10
CCC(=O)N(Cc1cc(=O)[nH]c2ccccc12)c1ccccc1OC,0.4,12*,2,-8,-2,1,1,1,-10,6
CCC(CC)C(=O)N1CCCC(c2nc(-c3cccs3)no2)C1 (stereo unspecified),0.2,0,1,-7,0,-1,2,4,2,11

# Compound profiles (already shown). Order of screens: proKLK7 act | PLC-gamma1 inh | DDE Tn6 FP inh | MBD2 DNA inh | UHRF1 MBD2 ctr | ADAM17 inh | PLCb3 inh | Tn7 DDE FP | ARFGAP1 inh | ASAP1 GAP inh
# `COc1cc2[nH]c(C(=O)N3CCc4ccccc4C3)cc2c(OC)c1OC` as listed: 0.1 | -40 | 1 | 4 | -1 | -5 | -63 | 3 | -5 | -1
# `CC(C)[C@H](NC(=O)N1CC(=O)Nc2ccccc21)C(=O)N[C@@H](Cc1c[nH]c2ccccc12)C(=O)O` as listed: 0.0 | 2 | 5 | 4 | 1 | -6 | -2 | 8 | -2 | 5
# `O=C(CNC(=O)c1ccc(Cl)cc1Cl)NCc1ccccn1` as listed: 0.5 | 1 | -3 | -2 | 0 | 0 | -4 | 3 | 1 | -10
# `Cc1nc2c(C)cccc2c2c1COC2` as listed: 0.3 | 1 | -3 | 7 | 2 | -6 | -4 | 5 | -1 | 10

# (further entries)
SMILES,proKLK7 act,PLC-gamma1 inh,DDE Tn6 FP inh,MBD2 DNA inh,UHRF1 MBD2 ctr,ADAM17 inh,PLCb3 inh,Tn7 DDE FP,ARFGAP1 inh,ASAP1 GAP inh
CS(=O)(=O)N1CCN(C(=O)NC23CC4CC(CC(C4)C2)C3)CC1,-0.1,3,-3,-1,-2,1,5,2,17,-9
Cc1cccc(N2CCN(CC3CCCCC3)CC2)c1C,-0.5,-4,5,4,-3,0,-4,-1,4,-7
CC(C)(C)N1C(=O)[C@H]2[C@@H](c3ccc(Br)cc3)N3C(=O)N(c4cccc(Cl)c4)C(=O)[C@@]3(Cc3ccccc3)[C@H]2C1=O,0.8,10*,6,-2,1,1,2,3,4,11
Oc1cc(-c2cccnc2)cc2cccnc12,-0.2,-8,-3,0,-12,3,-6,-7,0,-4
CCN(Cc1ccccc1)C(=O)CSc1nc(C)cc2c1C(=O)OC2,-0.3,2,4,0,26*,0,7,-5,1,14
O=C(NCc1ccccc1)C(=O)Nc1nccs1,0.0,5,6,0,5,2,5,-2,2,-6
CC(=O)Nc1ccc(-c2ccnc3c2CC(C(=O)NCCC(F)(F)F)O3)cc1 (stereo unspecified),0.0,7,2,-2,1,0,2,-5,-1,11
CCS(=O)(=O)N1CCCC(C(=O)NCCCN(C)Cc2ccccc2)C1 (stereo unspecified),-0.8,-1,10,-5,-1,-2,2,0,-3,-8

# Assay outcomes as filed in PubChem.
